LYP inhibition: inhibitors of LYP phosphatase, biochemical, fluorescence intensity, uHTS (AID 1779); recombinant LYP phosphatase, fluorescence intensity; higher % means a stronger effect; inhibition, % at 11.5 µM, or IC50 in µM where a hit was titrated; hit rate 0.054% among 290,000; in the data active = inhibition above about 50%;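 also: plate controls were vehicle with enzyme for no effect and no enzyme for full effect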
GPR55 antagonists: GPR55 antagonists blocking LPI-driven arrestin recruitment, primary screen, imaging, U2OS, beta-arrestin-GFP, LPI agonist (AID 2013) | U2OS GPR55 beta-arrestin-GFP translocation imaging, LPI antagonism; higher % means a stronger effect | one-dose inhibition, % at 10 µM; IC50 in µM for titrated hits | hit rate 0.13% among 290,000;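 active = spots per cell inhibited over 60%, with over 100 cells counted and total cytoplasm intensity under 500,000; inconclusive = wells with under 100 cells, flagged as likely toxic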;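 also: U2OS cells stably carrying GPR55 and arrestin-GFP stimulated by 5 µM LPI near EC80; imaged beta-arrestin-GFP aggregate spots per cell after agonist stimulation; plate controls were LPI-stimulated DMSO wells for no effect and DMSO wells without LPI for full effect; some results filed as inactive read as strong as hits; confirmed hits need IC50 under 10 µM and bright autofluorescent wells are also inconclusive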
GPR35 antagonists: GPR35 antagonists blocking zaprinast-driven arrestin recruitment, primary screen, imaging, U2OS, beta-arrestin-GFP, zaprinast agonist (AID 2058); U2OS GPR35 beta-arrestin-GFP translocation imaging, zaprinast antagonism; higher % means a stronger effect; hit rate 0.052% among 290,000; inhibition, % at 10 µM, or IC50 in µM where a hit was titrated;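 active = inhibition of at least 50% with at least 30 cells and total cytoplasm GFP at most 10,000,000; inconclusive = under 30 cells or total GFP of 10,000,000 plus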
NTR1 agonist: NTR1-driven beta-arrestin-GFP spot formation – imaging, U2OS cells, high content, primary screen (AID 493036). hit rate 0.17% among 330,000. agonist mode. activation, % at 20 µM. P30989;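 active = activation at or above 40% of the spot to cytoplasm intensity ratio, with at least 20 cells analyzed; inconclusive = wells under 20 cells, flagged as cytotoxic or low count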;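 also: 0% = DMSO without peptide and 100% = 100 nM NTR1 peptide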
Target sequence (P30989 whole entry, looked up): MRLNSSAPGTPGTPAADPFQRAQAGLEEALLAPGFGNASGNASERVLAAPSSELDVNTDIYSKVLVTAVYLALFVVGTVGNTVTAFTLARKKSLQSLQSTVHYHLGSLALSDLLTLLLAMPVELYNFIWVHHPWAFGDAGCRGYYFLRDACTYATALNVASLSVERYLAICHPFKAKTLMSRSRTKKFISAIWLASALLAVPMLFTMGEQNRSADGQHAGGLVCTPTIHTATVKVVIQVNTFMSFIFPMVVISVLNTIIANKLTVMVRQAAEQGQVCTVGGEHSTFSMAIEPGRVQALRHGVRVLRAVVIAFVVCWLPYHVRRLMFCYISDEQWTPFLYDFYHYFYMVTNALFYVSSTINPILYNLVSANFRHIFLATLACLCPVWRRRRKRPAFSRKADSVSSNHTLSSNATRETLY
Myeloid diff 2: compounds promoting myeloid differentiation | hit rate 1% among 360,000 | ER-HoxA9 myeloid progenitors, lysozyme-GFP differentiation, flow cytometry | calls only at 10 µM;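 active = normalized GFP-positive differentiation at or above the plate's own cutoff, the solvent-only control mean plus 3 SD; inconclusive = no clear call, values can overlap the other calls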;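 also: cells exposed to compound for four days before flow analysis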
Salmonella PhoP GFP: PhoP-dependent GFP reporter repression – Salmonella Typhimurium, primary screen (AID 1863) | S. Typhimurium PhoP-regulated promoter GFP reporter, 4 h; higher % means a stronger effect | one-dose inhibition, % at 50 µM; IC50 in µM for titrated hits | hit rate 0.16% among 300,000;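 active = inhibition over 29.93%, a cutoff 3 SD above the screen mean, later confirmed by dose response; inconclusive = inhibition over 29.93% but no dose response follow-up; inactive = inhibition at most 29.93% or unconfirmed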;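 also: 0% = low Mg2+ inducing control and 100% = high Mg2+ repressing control; strong numbers were not always called active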
Rac1 GTP hydrolysis: MgcRacGAP GTPase-activating activity inhibitors, confirmation, biochemical, ADP Hunter fluorescence; MgcRacGAP-stimulated Rac1 GTP hydrolysis, ADP Hunter fluorescence; higher % means a stronger effect; GST-tagged Rac1 F28L mutant substrate; inhibition, % at 30 µM; hits with a dose series show IC50 in µM; hit rate 0.6% among 340,000; AID 624330;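 active = first-screen hits whose inhibition reached a set limit at any dose in the follow-up dose series; inconclusive = inhibition above the set first-screen limit but never retested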;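 also: fluorescence reports GDP produced by GAP-driven GTP hydrolysis; strong numbers were not always called active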
HIV peptide binding: cell-free HIV fusion peptide-binding blockers – biochemical, uHTS, fluorescence dequenching, primary screen (AID 1986); cell-free peptide binding, fluorescence dequenching, 30 min; higher % means a stronger effect; inhibition, % at 20 µM; hits with a dose series show IC50 in µM; hit rate 0.3% among 290,000; in the data active = inhibition mostly above about 52%, no sharp cut-off; inactive = mostly below about 76%; also: some results filed as inactive read as strong as hits
SIAH1 antagonists: Siah-1 peptide-binding antagonists, primary screen, biochemical, fluorescence polarization, rhodamine-plectin, uHTS (AID 1817); displacement, % at 20 µM; hits with a dose series show IC50 in µM; Siah-1 / rhodamine-plectin peptide fluorescence polarization; higher % means a stronger effect; hit rate 0.02% among 290,000;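 active = displacement of at least 50% at 20 µM, with a fluorescence ratio check between 0.3 and a set limit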;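 also: plate controls were Siah plus tracer with DMSO for no effect and tracer alone without Siah for full effect; strong numbers were not always called active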
NTR1 agonist cell count 20 µM: second read-out of NTR1 agonist, no call of its own (marks repeat the call); cell count; measured here: cell count, cytotoxicity flag
Myeloid diff 2 GFP+ MAC1+ %: also measured in Myeloid diff 2; calls as there; GFP+ MAC1+ double positive, %; measured here: differentiation confirmed by MAC1 staining
An asterisk follows results filed as active; i = inactive; ? = inconclusive; nt = not tested or not shown; + = active, no number.

Molecule	Salmonella PhoP GFP	HIV peptide binding	Myeloid diff 2	LYP inhibition	Rac1 GTP hydrolysis	SIAH1 antagonists	GPR55 antagonists	NTR1 agonist cell count 20 µM	GPR35 antagonists	NTR1 agonist	Myeloid diff 2 GFP+ MAC1+ %
Cc1cc(C)n(-c2ccc(NC(=O)C3CCCCN3C(=O)c3ccoc3C)cc2)n1 (configuration not stated)	2%	2.3%	i	-9%	11%	2%	5%	54	-12%	1.4	0.7
CCn1c(SCC(=O)c2[nH]c(C)c(C(C)=O)c2C)nnc1-c1ccncc1	0%	-1.9%	i	-2%	7%	-1%	6%	47	-11%	0.8	2.6
O=S1(=O)CCOC[C@H](c2ccccc2)N1Cc1cccc(Cl)c1	nt	-0.6%	i	-8%	15%	4%	1%	88	-9%	17	0.2
COc1ccc(C(=O)NC2CCN(CC(=O)NCc3cccc(OC)c3)CC2)cc1	-3%	0.8%	i	-1%	-2%	4%	4%	50	-1%	-2.9	1.1
O=c1cc(-c2ccc(O)c(O)c2)oc2cc(O)c(C3OC(CO)C(O)C(O)C3O)c(O)c12 (configuration not stated)	2%	13%	i	-3%	43µM*	35%	9%	88	5%	-0.4	1.5
Cc1ccc(-c2nnc(CSc3nnc(COc4cccc5ccccc45)n3-c3ccccc3)o2)cc1	4%	-1.4%	i	3%	7%	6%	19%	40	-14%	13	1.0
Cc1sc(-c2ccncc2)nc1OC(=O)c1ccc(F)cc1F	3%	-1.4%	i	3%	2%	0%	2%	46	-16%	1.8	0.3
COc1ccc(/C=N/NC(=O)c2cc[n+]([O-])cc2)cc1	-2%	-0.5%	i	-1%	2%	-1%	-11%	47	6%	-1.4	0.2
COC(=O)c1cc(S(=O)(=O)N(C)C2CCCCC2)cn1C	-2%	0.5%	?	-10%	-10%	27%	9%	66	10%	-0.2	nt
COc1cccc(C(c2c(N)n(C)c(=O)n(C)c2=O)C(C)[N+](=O)[O-])c1 (configuration not stated)	0%	-0.8%	i	-7%	8%	7%	-10%	42	0%	1.3	0.2
Cc1ccccc1CNC(=O)Cn1ccc2cc(S(=O)(=O)N3CCCCCC3)ccc21	-1%	3.6%	i	-2%	5%	5%	13%	78	0%	1.5	0.0
COc1cc2c(cc1OC)C1(C)N(CC2)C(C(C)=O)=NN1c1ccc(Cl)cc1 (configuration not stated)	-8%	-1.9%	i	-5%	nt	0%	2%	46	-8%	2.6	1.0
COc1cc(/C=C/C(=O)O)cc(S(=O)(=O)NCC2CCCO2)c1OC (configuration not stated)	-6%	-1.2%	i	-8%	-2%	4%	9%	54	-11%	1.4	0.3
CCN(CC)CCN(C(=O)c1ccc(S(=O)(=O)N2CCCCC2)cc1)c1nc2cc3c(cc2s1)OCO3	-1%	-0.2%	i	-3%	9%	4%	9%	74	-3%	-1.3	1.4
CC(=O)c1nn(-c2cccc(Cl)c2)cc1C(=O)c1ccco1	0%	-2.3%	i	-7%	10%	7%	4%	42	16%	-0.1	0.8
CCOC(=O)CNC(=O)CSc1nnc(-c2ccccc2OC)n1CC	-4%	0.4%	i	0%	10%	-7%	5%	57	22%	-0.4	1.0
Cn1cccc1Cc1nnc(SCC(=O)NCc2ccco2)n1-c1ccc(F)cc1	-1%	0.7%	i	-1%	6%	-2%	-5%	36	-8%	4.8	0.6
NC(=O)c1cc(NC(=O)c2ccc(NS(=O)(=O)c3cccs3)cc2)cc(C(N)=O)c1	-7%	1.7%	i	-9%	7%	-2%	0%	48	4%	2.2	0.6
CCCOC(=O)c1cccc(NC(=O)C(C)(C)C)c1	0%	-0.6%	i	-2%	6%	-2%	3%	74	12%	-0.8	0.7
COc1ccc(-n2c(C)nnc2SCC(=O)N2C(C)CCCC2C)cc1 (configuration not stated)	9%	-0.1%	+	-5%	0%	5%	-5%	50	10%	0.4	15*
COc1cc(C)ccc1OCCCON1C(=O)CCC1=O	4%	3.3%	i	-15%	-2%	0%	-4%	71	-3%	0.5	2.7
Cc1ccc2cc3cc(C(=O)N(CC(=O)NC4CCCC4)c4cccc(C)c4C)sc3nc2c1	4%	-3.1%	i	3%	-9%	-4%	-4%	52	-5%	1.5	0.6
O=C(O)c1cccc(NC(=O)c2ccc3c(c2)C(=O)N(CC2CCCO2)C3=O)c1 (configuration not stated)	-1%	-1.6%	i	-3%	5%	-1%	9%	84	-7%	-0.8	2.2
CCOC(=O)c1c(NC(=O)Cc2cccs2)sc2c1CCCC2	2%	20%	i	1%	6%	-2%	2%	53	-3%	11	0.5
CCOC(=O)C1CCN(C(=O)Cn2cc(C(=O)C3CC3)c3ccccc32)CC1	-5%	-1.4%	i	2%	7%	0%	6%	50	6%	2.0	0.5
S=C1NCCOCCNC(=S)NCCOCCOCCOCCN1	-6%	-0.2%	i	-4%	8%	-4%	2%	48	20%	-0.8	0.7
CCCN1C(=O)c2cc(C(=O)NCCc3cccc(C)c3)ccc2C1O (configuration not stated)	8%	-0.6%	i	-5%	3%	-1%	7%	58	-4%	0.7	1.4
CC1(c2cc(C(F)(F)F)n3nc(C(=O)O)cc3n2)CC1	0%	1.0%	i	-8%	1%	7%	0%	56	-5%	2.2	2.2
CCOC(=O)N1CCN(C(=O)CSc2ccc3nnc(-c4cccnc4)n3n2)CC1	-1%	-1.1%	i	-9%	2%	-7%	-8%	51	-8%	0.6	0.8
COc1ccc(NC(=O)Cc2ccccc2)cn1	-14%	14%	i	-3%	3%	6%	6%	54	10%	-0.6	0.7
COc1ccccc1NS(=O)(=O)c1ccc2oc(SC3CCOC3=O)nc2c1 (configuration not stated)	-10%	1.2%	i	-10%	13%	1%	-11%	65	9%	18	0.7
C=CCNC(=O)COC(=O)c1oc2ccccc2c1CSC1CCCCC1	2%	1.4%	i	6%	11%	14%	-1%	35	8%	1.3	0.5
CO/N=C/c1cc([N+](=O)[O-])ccc1Sc1ccc(C)cc1	-4%	-1.7%	i	-3%	-10%	3%	-15%	88	-1%	0.3	3.9
NC(=O)[C@@H]1CCCN1C(=O)c1ccc2oc(CCc3ccccc3)nc2c1	-7%	1.1%	i	0%	8%	1%	-5%	60	1%	1.1	1.3
Fc1cccc(Nc2nc3ccccc3n3nnnc23)c1	10%	0.2%	i	-9%	12%	-3%	0%	107	-14%	1.8	2.5
Cc1ccc(N(C)S(=O)(=O)c2ccc3[nH]cc(C(=O)NCCCN4CCOCC4)c(=O)c3c2)cc1C	0%	1.2%	i	-7%	12%	-1%	8%	62	-4%	0.1	1.7
CN1CCN(Cc2cccc3ncccc23)CC1CCO (configuration not stated)	0%	0.1%	i	-7%	3%	7%	11%	61	5%	-1.6	0.6
N#CC1=C2SCN(c3ccc(F)cc3)CN2C(=O)CC1c1cccc(F)c1 (configuration not stated)	8%	-3.9%	i	-2%	22%	4%	2%	62	16%	0.2	1.8
C=C(C)Cn1c(SCC(=O)O)nc2c1c(=O)[nH]c(=O)n2C	6%	-1.7%	i	-4%	3%	2%	12%	94	0%	-0.8	1.9
CCOc1cc(/C=N/NC(=O)CN2CCOCC2)ccc1OCc1ccc(Cl)cc1	5%	0.5%	i	1%	10%	4%	13%	55	2%	-2.1	2.8

Looked up one by one from the list above (2):
Molecule	Salmonella PhoP GFP	HIV peptide binding	Myeloid diff 2	LYP inhibition	Rac1 GTP hydrolysis	SIAH1 antagonists	GPR55 antagonists	NTR1 agonist cell count 20 µM	GPR35 antagonists	NTR1 agonist	Myeloid diff 2 GFP+ MAC1+ %
COc1ccccc1NS(=O)(=O)c1ccc2oc(SC3CCOC3=O)nc2c1 (configuration not stated)	-10%	1.2%	i	-10%	13%	1%	-11%	65	9%	18	0.7
NC(=O)[C@@H]1CCCN1C(=O)c1ccc2oc(CCc3ccccc3)nc2c1	-7%	1.1%	i	0%	8%	1%	-5%	60	1%	1.1	1.3

Further records:
Molecule	Salmonella PhoP GFP	HIV peptide binding	Myeloid diff 2	LYP inhibition	Rac1 GTP hydrolysis	SIAH1 antagonists	GPR55 antagonists	NTR1 agonist cell count 20 µM	GPR35 antagonists	NTR1 agonist	Myeloid diff 2 GFP+ MAC1+ %
O=C(CN1CCCCC1)N/N=C/c1cccc(Cl)c1	8%	-0.9%	i	-3%	11%	-6%	20%	49	10%	0.3	1.0
CCCCNC(=O)CSc1nc2ccccc2c(=O)n1CCNC(C)=O	7%	3.5%	i	-7%	8%	1%	18%	81	0%	-0.7	0.5
CCC(CC)C(=O)N(c1ccc(F)cc1)C1C=CS(=O)(=O)C1 (configuration not stated)	-3%	0.9%	i	-6%	12%	4%	13%	51	3%	1.3	4.5
O=C(COC(=O)Cc1ccccc1F)NNC(=O)c1ccc([N+](=O)[O-])cc1	-4%	nt	i	nt	6%	nt	nt	54	nt	1.6	0.2
O=C(C1CCN(S(=O)(=O)c2cccc3nsnc23)CC1)N1CCN(c2ccccc2F)CC1	0%	0.8%	i	8%	2%	0%	11%	67	0%	3.2	0.2
O=C(NC1C2CC3CC(C2)CC1C3)c1ccc(N2CCNCC2)c([N+](=O)[O-])c1 (configuration not stated)	-13%	-0.4%	+	-3%	3%	5%	33%	44	13%	3.6	0.8*
Cc1ccc(NC(=O)c2cc(-c3ccco3)nc3ccccc23)cc1S(=O)(=O)N1CCOCC1	-12%	49%	i	6%	5%	6%	4%	142	8%	-2.0	0.2
O=C(CCc1ccc(S(=O)(=O)NCc2ccccc2)cc1)N1CCN(Cc2ccc3c(c2)OCO3)CC1	-5%	-1.7%	i	0%	1%	-1%	7%	81	18%	6.6	3.1
CCOC(=O)C1CCN(C(=S)Nc2cccc(C)c2C)CC1	3%	0.4%	i	-2%	6%	-7%	0%	55	-2%	2.4	1.1
CCOC(=O)CON1C(=O)C(C)(C)N(OCC(=O)OCC)C(=O)C1(C)C	-6%	6.2%	i	-10%	9%	4%	2%	63	-8%	-0.8	0.9
CC1CN(C(=O)COC(=O)c2ccc(S(=O)(=O)N(C)C)cc2)CC(C)O1 (configuration not stated)	8%	-0.6%	i	-5%	4%	7%	-3%	58	14%	0.6	0.7
CCCNS(=O)(=O)c1ccc(OCC(=O)NCCCOC)cc1	-6%	-1.8%	i	-6%	5%	1%	7%	81	-3%	0.0	2.1

Screens: PubChem BioAssay, several laboratories
